# H1N1 NS1A inhibition: H1N1 influenza NS1A inhibitors, functional cell based assay (AID 504329); inhibition, % at 12.5 µM, or IC50 in µM where a hit was titrated; hit rate 0.3% among 340,000; NS1A functional cell-based assay, percent inhibition; higher % means a stronger effect; in the data active = a potency from the dose series; inconclusive = inhibition above about 27% without an active follow-up result; also: strong numbers were not always called active
# M. tuberculosis: growth inhibition of non-replicating M. tuberculosis (AID 488890). hit rate 0.39% among 320,000. Mycobacterium tuberculosis non-replicating, growth inhibition; higher % means a stronger effect. inhibition, % at 25 µM, or IC50 in µM where a hit was titrated; in the data active = a potency from the dose series; inconclusive = inhibition mostly from about 82% at the one dose, without a potency; inactive = the rest, 99 in 100 with inhibition below about 76%;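 also: plate controls were DMSO cells for no effect and high antibiotic wells for full effect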
# VEEV TC-83 Vero: inhibitors of VEEV TC-83 cytopathic effect, confirmation, Vero cells (AID 588727). hit rate 0.13% among 350,000. one-dose inhibition, % at 20 µM; IC50 in µM for titrated hits. Vero cells, VEEV TC-83 cytopathic effect inhibition; higher % means a stronger effect; in the data active = a potency from the dose series; inconclusive = inhibition mostly from about 14% at the one dose, without a potency; inactive = the rest, 99 in 100 with inhibition below about 12%; also: strong numbers were not always called active
# PhoP GFP inhibition: PhoP regulon inhibitors, Salmonella typhi PhoP promoter GFP reporter, confirmatory (AID 1850); Salmonella Typhi PhoP-promoter GFP reporter, fluorescence, 4 h; higher % means a stronger effect; inhibition, % at 50 µM; hits with a dose series show IC50 in µM; hit rate 0.33% among 310,000; in the data active = a potency from the dose series; inconclusive = inhibition mostly from about 25% at the one dose, without a potency; inactive = the rest, 99 in 100 with inhibition below about 19%;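 also: 0% = induced wells with vehicle and 100% = uninduced wells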
# M. tuberculosis HTS: M. tuberculosis growth inhibition, HTS (AID 449762); one-dose inhibition, % at 25 µM; IC50 in µM for titrated hits; hit rate 0.59% among 330,000; M. tuberculosis H37Rv growth inhibition, 7H9 media; higher % means a stronger effect; in the data active = a potency from the dose series; inconclusive = inhibition above about 70% without an active follow-up result;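 also: bacterial growth assessed after seven days of incubation; strong numbers were not always called active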
# VEEV TC-83 Vero 10K pilot screen: second read-out of VEEV TC-83 Vero, no call of its own (marks repeat the call); inhibition, %; measured here: 10K pilot screen inhibition
# Active calls of the source: *; i = inactive; u = inconclusive; x = no result given.
SMILES,H1N1 NS1A inhibition,M. tuberculosis,VEEV TC-83 Vero,PhoP GFP inhibition,M. tuberculosis HTS,others
COc1cccc(OC)c1OCC(=O)Nc1ccc(S(=O)(=O)N2CCCC2)cc1,-12%,10%,9.3%,x,0%,
Cc1cc(C)cc(OCC(=O)NCc2cc(C)nc3ccccc23)c1,-1%,44%,1.0%,-3%,6%,
CC1Cc2ccccc2N1C(=O)COC(=O)c1cc(Br)ccc1O (stereo not drawn),3%,x,i,-5%,40%,
O=C(C[n+]1cc(-c2ccccc2)n2c1CCC2)c1cccs1,14%,1%,0.5%,27%,6%,
COC(=O)C1=C(c2ccc(F)cc2OCc2ccccc2)C[C@@H]2CC[C@H]1N2C(=O)NCCOc1ccccc1,-16%,55%,7.1%,x,9%,
CCOc1ccc(C(=O)CCC(=O)NNC(=O)c2ccccc2O)cc1,6%,1%,0.8%,-8%,2%,
Cc1cc(C(=O)Nc2ccc(S(=O)(=O)N3CCOCC3)cc2)c(C)o1,x,-8%,0.3%,1%,7%,
COc1cccc(NS(=O)(=O)c2c(C)n(C)c(=O)n(C)c2=O)c1,-4%,-13%,0.5%,-1%,-4%,
COCCn1c(NCc2ccc(C)cc2)nc2c1c(=O)[nH]c(=O)n2C,-10%,-2%,0.3%,0%,2%,
O=C(Nc1ccccc1F)c1ccc(CSc2ncccn2)cc1,-2%,u,2.9%,11%,28%,
CN(C)S(=O)(=O)c1ccc(C(=O)Nc2nnc(SCc3cccc(F)c3)s2)cc1,12%,-11%,0.5%,-2%,2%,VEEV TC-83 Vero 10K pilot screen=1.6
CC(=O)c1c(C)[nH]c(C(=O)N2CCC3(CC2)OCCO3)c1C,5%,-10%,0.6%,-12%,-5%,
COC(=O)[C@H](C)NC(=O)NCc1ccc(F)cc1,-4%,2%,i,-13%,0%,
Nc1cccc(-c2cc3ccccc3oc2=O)c1,-14%,14%,2.8%,9%,97%,
Cc1ccc2occ(/C=N/NC(=O)c3ccc(O)cc3)c(=O)c2c1,-6%,26%,4.1%,1%,0%,
COc1ccc(-n2nnnc2SC(C)C(N)=O)cc1 (stereo not drawn),-1%,13%,i,-10%,0%,
CCCCNC(=O)c1onc(CSc2ccc(OC)cc2)c1C(=O)O,-8%,46%,1.4%,-18%,31%,
Cc1cc(CN(C)C(=O)c2ccc3nc(Cc4ccccc4F)oc3c2)on1,15%,12%,5.1%,-13%,7%,
COc1ccccc1NC(=O)CC(c1ccc(F)cc1)c1ccco1 (stereo not drawn),8%,0%,10%,-9%,1%,
COC(=O)c1nccnc1N,2%,x,1.8%,x,x,
CCn1c(SCC(=O)N2CCCC(C)C2)nnc1-c1ccco1 (stereo not drawn),1%,8%,i,-3%,7%,
Cn1c(NCC(O)CO)nc2c1c(=O)n(Cc1ccc(Cl)c(Cl)c1)c(=O)n2C (stereo not drawn),6%,-25%,3.4%,2%,3%,
O=C(CN1CCCN(Cc2ccc(F)cc2Cl)C1=O)NC1CCCC1,11%,0%,i,-3%,8%,
COCCn1c(SCC(=O)Nc2ccccc2C)nc2c(oc3ccccc32)c1=O,-14%,-14%,i,-11%,10%,
O=C(CNCC(=O)Nc1ccc(F)c(F)c1F)Nc1ccc(F)c(F)c1F,-10%,0%,0.6%,12%,-9%,
O=C(Cc1cccc2ccccc12)NCCOc1ccccc1F,9%,34%,i,12%,7%,
Cc1ccc(CNC(=O)C2CCN(S(=O)(=O)c3cccc4nonc34)CC2)cc1,10%,-9%,i,5%,-2%,
O=C(CN1C(=O)NC2(CCCCCC2)C1=O)NCc1ccccc1,-12%,-5%,0.9%,x,0%,
CCn1ncc(/C=N/O)c1C,-1%,-7%,1.6%,-3%,-7%,
CCOC(=O)N1CCN(Cc2nc3cc(NC(C)=O)ccc3n2CC)CC1,-11%,-5%,0.7%,-2%,-6%,
Cn1c(-c2ccccc2)cnc1N,10%,4%,0.5%,-7%,-1%,
O=C1c2ccccc2C(=O)N1CCCCc1cn(C[C@H]2CC[C@@H]([C@@H]3CC[C@H](Cn4cc(CCCCN5C(=O)c6ccccc6C5=O)nn4)O3)O2)nn1,-16%,18%,2.5%,x,0%,
Cn1cc(CN2CCC(C(=O)N3CCCC3)CC2)c(-c2ccccc2F)n1,-12%,-5%,1.1%,10%,3%,
Cc1cc(C)n2[nH]c(=O)c(N=Nc3cccc(C(F)(F)F)c3)c2n1,1%,4.1µM*,1.0%,-17%,87µM*,
C/C(NC1CCCC1)=C(/C#N)C(N)=O,-4%,5%,i,0%,1%,
CCCCCCn1cc(C(=O)O)c(=O)c2cc(F)c(N3CCN(C(=O)OCC)CC3)cc21,-5%,4%,0.1%,-8%,1%,
O=c1ccc2cc([N+](=O)[O-])c(CCO)cc2o1,2%,-16%,i,-7%,-11%,
CCN1CCN(c2nc(Nc3cc(OC)ccc3OC)nc(Nc3cc(OC)ccc3OC)n2)CC1,23%,8%,3.7%,-14%,u,
COc1ccccc1NC(=O)N(CCN(C)C)Cc1cc2cc(C)ccc2[nH]c1=O,-10%,4%,0.7%,-6%,6%,
COCCNC(=O)CN1C(=O)CN=C(c2ccccc2)c2ccccc21,0%,3%,0.6%,13%,3%,
CCC(C)(C(=O)Nc1ccccc1C)N(C(=O)CNC(C)=O)c1ccc(C)cc1 (stereo not drawn),0%,-11%,3.6%,-2%,-1%,
CCCCCCn1c(CN2CCN(Cc3ccccc3)CC2)nc2c1c(=O)n(C)c(=O)n2C,3%,37%,i,0%,63%,VEEV TC-83 Vero 10K pilot screen=2.7
COc1ccccc1C(=O)NCC(=O)OCC(=O)Nc1cccc(S(=O)(=O)N2CCCCCC2)c1,10%,-7%,0.3%,1%,3%,
CC(C)(C)S(=O)N1Cc2cc(CO)cc(CCO)c2[C@H]1CCO (stereo partly drawn),-15%,x,i,x,x,
CCOC(=O)c1c(C=O)c2sc(C)cc2n1C,0%,5%,0.2%,11%,0%,
COc1cc(OC)c2cc(C(=O)N/N=C/c3cccc(OC)c3O)[nH]c2c1,5%,44%,9.3%,4%,-3%,
O=C(Nc1nccs1)c1ccc(-c2ccccc2[N+](=O)[O-])o1,-6%,14%,6.3%,-11%,-4%,
C=CCN1C(=O)c2ccc(C(=O)OCC(=O)N(CC)c3c(N)n(Cc4ccccc4)c(=O)[nH]c3=O)cc2C1=O,-5%,x,2.5%,x,x,
CC(=O)N1c2ccc(S(=O)(=O)N3CCCC(C(=O)NCc4ccccc4Cl)C3)cc2CC1C (stereo not drawn),-3%,7%,2.8%,6%,3%,
COc1ccc(CNC(=O)c2ccc3ccccc3n2)cc1,-4%,65%,i,0%,0%,
CC(=O)c1ccc(OCCOc2ccc(C#N)cc2)cc1,2%,16%,5.1%,7%,-3%,
Cc1ccccc1CSc1nncn1N,1%,8%,0.7%,-7%,3%,
CCOC(=O)c1sc(=NC(=O)c2cccc(Br)c2)n(C)c1C,-8%,-6%,1.8%,-7%,-4%,
O=C(NCc1ccco1)/C(=C\c1cccs1)NC(=O)c1ccccc1,-14%,-14%,0.3%,9%,-20%,
CCOc1cccc(C=NNc2ccc(S(=O)(=O)Nc3ccccc3C(=O)O)cc2[N+](=O)[O-])c1O,-9%,37%,0.7%,x,-1%,
Cc1onc(-c2ccccc2)c1C(=O)NCc1cccnc1,6%,-4%,1.4%,-9%,-2%,
Cc1ccc(CNC(=O)NC2CCCCC2)cc1,5%,5%,2.8%,1%,-4%,
CCC(C)(C)NC(=O)c1sccc1Oc1ccc(F)cc1[N+](=O)[O-],-10%,16%,6.4%,21%,-2%,
CC1=C(C(=O)N2CCOCC2)C(c2ccsc2)C2=C(CCCC2=O)N1 (stereo not drawn),-1%,-2%,2.7%,1%,-12%,
N#CC1(c2ccccc2)CCN(S(=O)(=O)c2ccc(OC(F)(F)F)cc2)CC1,-8%,7%,0.7%,3%,8%,

# 4 compounds drawn at random from the list so far, as already listed:
SMILES,H1N1 NS1A inhibition,M. tuberculosis,VEEV TC-83 Vero,PhoP GFP inhibition,M. tuberculosis HTS,others
Cc1ccccc1CSc1nncn1N,1%,8%,0.7%,-7%,3%,
C=CCN1C(=O)c2ccc(C(=O)OCC(=O)N(CC)c3c(N)n(Cc4ccccc4)c(=O)[nH]c3=O)cc2C1=O,-5%,x,2.5%,x,x,
N#CC1(c2ccccc2)CCN(S(=O)(=O)c2ccc(OC(F)(F)F)cc2)CC1,-8%,7%,0.7%,3%,8%,
COc1ccc(CNC(=O)c2ccc3ccccc3n2)cc1,-4%,65%,i,0%,0%,

# (next part)
SMILES,H1N1 NS1A inhibition,M. tuberculosis,VEEV TC-83 Vero,PhoP GFP inhibition,M. tuberculosis HTS,others
c1ccc(Cn2c(-c3ccccc3)c[n+]3c2SCCC3)cc1,-6%,27%,i,8%,-11%,
CCCc1ccc(OCCNC(C)=O)cc1,-7%,3%,1.7%,-15%,2%,
COc1ccc(S(=O)(=O)N2CCOC23CCN(S(=O)(=O)c2ccc(F)cc2C)CC3)cc1,5%,x,0.2%,x,x,
C=CCn1c(SCc2csc(-c3ccc(C)cc3)n2)nnc1-c1ccccc1OC,-8%,u,i,-4%,u,
O=S1(=O)CC=C(CSc2nc3ccccc3[nH]2)C1,-11%,-2%,1.0%,29%,-5%,
COc1ccc(NC(=O)CSc2nnc3c4c(nc(-c5ccccc5)n23)CC(C)(C)OC4)cc1,-5%,6%,8.8%,-7%,2%,
O=C(NCc1ccc2c(c1)OCO2)C1CCN(c2ccc(S(=O)(=O)N3CCCC3)cc2)CC1,0%,33%,i,2%,-3%,
Cn1c(=O)oc2cc(S(=O)(=O)Nc3ccc4c(c3)OCCO4)ccc21,-5%,5%,i,4%,2%,
COc1ccccc1N1CCN(C(=O)c2c(-c3c(Cl)cccc3Cl)noc2C)CC1,2%,-4%,5.2%,8%,-9%,
O=C(CN1C(=O)CC(c2ccccc2)S(=O)(=O)c2ccccc21)N1CCOCC1 (stereo not drawn),x,-19%,x,-8%,-2%,
COc1ccccc1OCCCn1c(=O)oc2ccccc21,-13%,18%,4.5%,3%,5%,
COc1ccc(CCNC(=O)c2cc3c(=O)n4ccccc4nc3n(C3CCCCC3)c2=N)cc1OC,-6%,34%,6.5%,1%,1%,
CCC(C)[C@H](N)c1nnc(SCC(=O)Nc2cccc(Cl)c2)o1 (stereo partly drawn),1%,6%,1.5%,3%,8%,
CCCC[C@H]1COCCS(=O)(=O)N1Cc1ccccc1F,1%,7%,7.3%,11%,-7%,
Cc1ccc(/C=C2\SC(=S)N(CCCC(=O)NC3CCCC3)C2=O)cc1,12%,5%,1.3%,-5%,1%,
CCNc1nc2c(cnn2C)c(=O)[nH]1,-9%,x,0.1%,x,x,
COc1ccc2[nH]c3c(=O)n(CCCCC(=O)NCCN4CCCC4)c(=S)[nH]c3c2c1,-7%,76%,3.8%,3%,3%,
Cn1nnnc1SCc1ccc([N+](=O)[O-])cc1,13%,-16%,0.5%,-5%,2%,
COCCn1c(SC(C)C(=O)NC2CC2)nnc1-c1cccc(C)c1 (stereo not drawn),-3%,16%,0.2%,6%,-4%,
Cc1sc2ncnc(N3CCC(C(=O)N(CC(C)C)c4nc5ccccc5s4)CC3)c2c1C,-1%,22%,6.5%,12%,84µM*,
CCN(C[C@H]1N[C@@](Cc2ccccc2)(C(=O)OC)[C@H]2C(=O)N(C)C(=O)[C@@H]12)C(=O)Nc1ccc(Cl)cc1,-7%,46%,i,x,8%,
Cc1ccc(S(=O)(=O)NC(=NCc2ccccc2)c2ccc(F)cc2)cc1,-1%,3%,0.5%,-6%,5%,
O=S(=O)(c1ccc(Cl)cc1Cl)n1ccc2cccnc21,0%,-15%,0.9%,10%,-9%,VEEV TC-83 Vero 10K pilot screen=0.4
Cc1cc(F)ccc1S(=O)(=O)NCC(c1cccnc1)N1CCc2ccccc21 (stereo not drawn),11%,40%,3.7%,-3%,4%,
Cc1nnc(SCc2ccon2)n1-c1ccccc1,-7%,-6%,0.3%,-3%,11%,
Cc1ccc(CSc2nnc3ccc(-c4ccncc4)nn23)cc1,-27%,17%,2.4%,6%,5%,
CCOC(=O)c1c(-c2ccc(C)o2)csc1N,-1%,-51%,0.2%,6%,-5%,
O=S(=O)(O)c1cccc(N=Nc2c(O)ccc3ccccc23)c1,23%,34%,0.6%,5%,9%,
Cc1cccc(-c2nc3ccccc3c(=O)n2-n2cccc2)c1,1%,17%,1.1%,-18%,1%,

# Screening data (PubChem BioAssay)
